# From PubChem
# PfHsp40 yeast: rescue of PfHsp40-mediated yeast toxicity; S. cerevisiae expressing PfHsp40, growth rescue, ATP luminescence; growth rescue, % at 12.5 µM; actives 0.68% (n = 340,000); AID 504582; in the data active means growth rescue above about 28%, passing the limit was not always enough; inconclusive means no clear call, values can overlap the other calls;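 further: yeast W303a lacking pdr1 and pdr3 grown in galactose medium; growth measured after three days at 30 °C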
# VHR inh abs: inhibitors of human VHR1 phosphatase (DUSP3); inhibition, % at 13.3 µM; AID 1654; actives 0.52% (n = 290,000); recombinant VHR phosphatase, pNPP absorbance; P51452; in the data active means inhibition above about 50%; further: some compounds called inactive have numbers as strong as hits
# Target sequence (P51452 whole entry, looked up): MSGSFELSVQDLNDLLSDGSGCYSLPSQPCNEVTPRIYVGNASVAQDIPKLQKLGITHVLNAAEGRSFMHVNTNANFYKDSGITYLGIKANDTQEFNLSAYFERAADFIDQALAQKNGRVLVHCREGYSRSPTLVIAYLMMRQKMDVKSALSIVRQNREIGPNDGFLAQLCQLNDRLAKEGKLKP
# 3CLpro inhibitor: SARS-CoV 3CLpro protease inhibition; P0C6X7; recombinant SARS-CoV 3CLpro, quenched FRET peptide cleavage; inhibition, % at 6 µM; actives 0.14% (n = 290,000); AID 1706; in the data active means inhibition above about 12%
# Vc quorum ag: quorum light induction in luxS cqsA deficient V. cholerae; V. cholerae BH1578 lux reporter, luminescence, 6 h; AID 588436; actives 0.16% (n = 350,000); activation, % at 18.7 µM; in the data active means activation mostly above about 9.7%, no sharp cut-off; inconclusive means no clear call, values can overlap the other calls; inactive means mostly below about 3.7%; further: not every result past the cut was called active; inactives centre near 0; reference of the scale not given here
# BoNT A protease: blocks Botulinum neurotoxin A light chain protease; multiplex microsphere protease substrate cleavage, flow cytometry; inhibition, % at 10 µM; actives 0.17% (n = 360,000); AID 588499; further: plate controls were buffer without enzyme for full effect and enzyme alone for no effect
# CCHF vOTU inh: CCHFV vOTU protease inhibition. Pep-AMC fluorescence. inhibition, % at 11.5 µM. actives 0.55% (n = 370,000). AID 651958; in the data active means inhibition above about 30%; further: 0% = vehicle wells with enzyme and 100% = no enzyme wells
# Y pestis TopoI: Y. pestis Topo-I inhibition via cleavage products; Y. pestis Topo-I cleavage product accumulation, plate reader; activity, % at 10 µM; actives 0.064% (n = 360,000); in the data active means activity above about 50%, passing the limit was not always enough; inconclusive means no clear call, values can overlap the other calls; further: inactives centre near 2
# TcdB inh: inhibitors of Clostridioides difficile toxin B glycohydrolase | inhibition, % at 9.99 µM | P18177 | actives 0.24% (n = 350,000) | TcdB glycohydrolase enzymatic assay, plate reader; in the data active means inhibition above about 10%
# Anthrax LF inh2: blocks Bacillus anthracis lethal factor protease. P15917. inhibition, % at 10 µM. multiplex microsphere protease cleavage assay, LF. actives 0.12% (n = 360,000); further: plate controls were buffer without enzyme for full effect and enzyme alone for no effect
# Target sequence (P15917 whole entry, looked up): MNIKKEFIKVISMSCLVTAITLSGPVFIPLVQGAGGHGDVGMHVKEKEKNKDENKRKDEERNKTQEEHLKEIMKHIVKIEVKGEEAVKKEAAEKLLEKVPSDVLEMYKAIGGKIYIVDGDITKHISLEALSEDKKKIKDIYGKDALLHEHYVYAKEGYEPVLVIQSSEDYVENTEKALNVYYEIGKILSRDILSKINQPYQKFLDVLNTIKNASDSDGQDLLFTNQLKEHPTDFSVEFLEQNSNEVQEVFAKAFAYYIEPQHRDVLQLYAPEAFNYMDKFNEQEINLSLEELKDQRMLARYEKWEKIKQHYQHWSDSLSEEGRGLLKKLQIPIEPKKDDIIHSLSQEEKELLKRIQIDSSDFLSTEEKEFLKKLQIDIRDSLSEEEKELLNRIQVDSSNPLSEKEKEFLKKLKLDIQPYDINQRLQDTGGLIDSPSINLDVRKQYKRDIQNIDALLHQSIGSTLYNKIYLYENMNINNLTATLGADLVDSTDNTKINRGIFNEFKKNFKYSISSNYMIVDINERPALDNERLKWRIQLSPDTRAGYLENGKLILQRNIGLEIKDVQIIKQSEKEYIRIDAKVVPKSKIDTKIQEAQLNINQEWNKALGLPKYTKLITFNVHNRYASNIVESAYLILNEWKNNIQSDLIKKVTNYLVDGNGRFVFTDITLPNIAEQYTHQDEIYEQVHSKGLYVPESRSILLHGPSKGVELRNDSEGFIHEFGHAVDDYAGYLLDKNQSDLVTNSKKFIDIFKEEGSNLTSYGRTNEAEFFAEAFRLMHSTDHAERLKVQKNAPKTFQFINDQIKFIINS
# SSB-PriA inh: K. pneumoniae PriA-SSBct interaction inhibition; actives 0.6% (n = 430,000); AID 1272365; inhibition, % at 33 µM; AlphaScreen SSBct-PriA binding, biotinylated peptide; in the data active means inhibition mostly above about 37%, no sharp cut-off; inactive means mostly below about 20%;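 further: plate controls were negative control peptide for no effect and reference peptide for full effect; strong numbers were not always called active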
# Starred values were filed as active, the others as inactive; i = inactive; ? = inconclusive; / = not tested or not shown; & = joins results of further samples. Unless noted, no stated cut-off is given here; in the data, active means inhibition above about 30%; inconclusive means no clear call, values can overlap the other calls; inactive means below that. This is a subset, so the mix of outcomes need not match the whole.
SMILES,PfHsp40 yeast,VHR inh abs,3CLpro inhibitor,Vc quorum ag,BoNT A protease,CCHF vOTU inh,Y pestis TopoI,TcdB inh,Anthrax LF inh2,SSB-PriA inh
C=CC[C@@H](Cc1ccc(F)cc1)C(=O)OC[C@@H]1CCCN1C(=O)[C@H](CC=C)CC(=O)N(CCO)Cc1ccccc1,37*,/,/,i,-0.9,11,16,0.1,-11,6
Cc1ccc(S(=O)(=O)N(C)CC(=O)OCC(=O)NCCc2ccc(S(N)(=O)=O)cc2)cc1,-0.8,/,/,/,-3.6,-6,-3,-0.3,3,-7
CCOC(=O)[C@]12CCC=C1N(Cc1ccc3c(c1)OCO3)C(=O)[C@H](CC(=O)NCCCOC)C2,/,/,/,/,-0.2,-7,/,1.0,2,/
Cc1cc(C)nc(N2CCCC(C(=O)NCCC3=CCCCC3)C2)n1 (stereo not given),-0.8,-6,-2,-0.6,0.0,0,2,/,0,-2
CC(=O)c1cccc(NC(=S)Nc2ccc(F)cc2)c1,0.5,25,2,-0.3,-1.6,4,1,1.4,2,-11
N#CC1=C(N)Oc2cc(O)ccc2C1c1ccncc1 (stereo not given),-0.4,14,8,-1.3,-0.7,14,4,/,-2,8
CCOC(=O)c1nc(NCc2cccc(OC)c2)c2ccccc2n1,-0.3,14,0,0.5,-0.6,15,1,0.0,0,-3
Cn1c(SCC(=O)N2CCN(C(=O)c3ccco3)CC2)nnc1-c1ccc(NS(C)(=O)=O)cc1,-0.6,3,5,i,-0.1,3,-2,-0.5,-1,-18
Cc1ccc([C@H]2C[C@H](O)[C@@H](n3cc(-c4ccc(F)cc4)nn3)CN2CC2CCCCC2)cc1,/,/,/,1.1,-0.6,-2,3,1.5,-1,/
Clc1ccc(/C=C/c2ncc3ccccn23)cc1,0.0,26,-2,i,9.1,-53,4,0.8,0,-59&0
COc1ccc2ccccc2c1/C=N/NC(=O)c1ccc([N+](=O)[O-])cc1,-1.5,-16,-2,-0.9,-1.1,-8,1,0.8,-14,/
Fc1cccc(Cc2noc(CN3CCCCC3CCc3ccccn3)n2)c1 (stereo not given),-1.7,22,1,-0.6,0.3,2,42,-0.1,2,-13
COc1ccccc1-c1nnc(NC(=O)C(C)SC2=NCCS2)s1 (stereo not given),1.1,-12,5,-0.1,-0.5,11,27,0.4,-2,12&-2
CCC(=O)NC(C)C(c1cccs1)N1CCN(Cc2ccccc2)CC1 (stereo not given),-0.9,11,-2,i,0.1,4,-11,0.3,-2,-5
O=C(COC(=O)c1ccc(S(=O)(=O)N2CCCC2)cc1)Nc1ccc(F)cc1F,0.4,26,-3,i,-1.0,2,5,0.9,1,-11
CN(C)C1=NCCN1CCc1ccc(F)cc1,4.3,/,/,0.8,-1.1,-11,0,2.4,-9,0
CCOC(=O)c1csc(N)c1-c1ccc([N+](=O)[O-])cc1,-1.2,6,2,-0.7,-3.4,2,-7,0.5,11,-1
COc1ccc(-c2nnc(COc3ccc4ccccc4c3)o2)cc1OC,8.6,29,1,-0.2,-0.6,12,3,/,-6,-11
COc1ccc(NS(=O)(=O)c2ccc(C)c(C(=O)N(C)CCc3ccc(OC)c(OC)c3)c2)cc1,2.7,/,/,-3.7,0.0,9,13,1.4,-2,-20
COc1ccc(CC2(CO)CCN(CC3=Cc4cc(Cl)ccc4OC3)CC2)cc1,2.5,4,-2,-1.0,-0.4,-14,19,0.3,-4,0
O=C(CCCc1ccccc1)c1ccccc1,0.8,-8,3,-0.4,1.4,4,8,-0.2,-1,-72
CCO[C@@H]1OC(C(=O)N2CCN(Cc3ccccc3)CC2)=C[C@H](c2cn(C(C)=O)c3ccccc23)[C@H]1CCCO,1.7,26,0,i,-0.4,-2,21,1.2,-5,2
CCCN(CC(=O)Nc1ccccc1OC)C(=O)c1cnc(Cl)c(Cl)c1,0.3,17,-8,i,-1.2,9,4,-0.5,-4,-16
C/C(=N\NC(=S)NCc1ccccc1)c1ccc(Br)cc1,1.8,18,6,i,-0.5,16,24,1.4,0,/
CCCCSc1nc(C)c(C(C)=O)cc1C#N,1.1,18,-4,i,-0.5,1,-6,/,-4,-38

# An excerpt of these results, tab-delimited:
Compound	PfHsp40 yeast	VHR inh abs	3CLpro inhibitor	Vc quorum ag	BoNT A protease	CCHF vOTU inh	Y pestis TopoI	TcdB inh	Anthrax LF inh2	SSB-PriA inh
CC(=O)c1cccc(NC(=S)Nc2ccc(F)cc2)c1	0.5	25	2	-0.3	-1.6	4	1	1.4	2	-11
N#CC1=C(N)Oc2cc(O)ccc2C1c1ccncc1 (stereo not given)	-0.4	14	8	-1.3	-0.7	14	4	/	-2	8
CCOC(=O)c1nc(NCc2cccc(OC)c2)c2ccccc2n1	-0.3	14	0	0.5	-0.6	15	1	0.0	0	-3
Cn1c(SCC(=O)N2CCN(C(=O)c3ccco3)CC2)nnc1-c1ccc(NS(C)(=O)=O)cc1	-0.6	3	5	i	-0.1	3	-2	-0.5	-1	-18
Cc1ccc([C@H]2C[C@H](O)[C@@H](n3cc(-c4ccc(F)cc4)nn3)CN2CC2CCCCC2)cc1	/	/	/	1.1	-0.6	-2	3	1.5	-1	/
Clc1ccc(/C=C/c2ncc3ccccn23)cc1	0.0	26	-2	i	9.1	-53	4	0.8	0	-59&0
COc1ccc2ccccc2c1/C=N/NC(=O)c1ccc([N+](=O)[O-])cc1	-1.5	-16	-2	-0.9	-1.1	-8	1	0.8	-14	/

# Carrying on.
SMILES,PfHsp40 yeast,VHR inh abs,3CLpro inhibitor,Vc quorum ag,BoNT A protease,CCHF vOTU inh,Y pestis TopoI,TcdB inh,Anthrax LF inh2,SSB-PriA inh
Cc1onc(-c2c(F)cccc2Cl)c1C(=O)NCC1COc2ccccc2O1 (stereo not given),0.2,5,2,-4.6,-0.7,7,-5,/,0,-18
COc1ccc(O)c(C2(O)C(=O)c3ccccc3C2=O)c1,-0.7,38,3,2.4,-0.6,-7,12,1.0,-2,7
CCOc1ccc(Cl)cc1-c1cc(C(=O)NCc2cc(C(F)(F)F)cc(C(F)(F)F)c2)[nH]n1,/,/,/,-0.7,-0.1,8,-8,1.6,-4,/
CC1=NN(c2nc(N)nc(/C(C#N)=C/c3ccc([N+](=O)[O-])o3)n2)C(C)(C)C1,0.7,/,/,i,0.1,-6,4,-1.1,0,1
COc1cccc(N2CCN(c3ccc(S(=O)(=O)N4CCN(C)CC4)cc3[N+](=O)[O-])CC2)c1,-0.8,/,/,3.8,-0.5,18,9,1.0,-7,36
COc1ccc(OC)c(C2C(C(C)=O)=C(C)Nc3ncnn32)c1 (stereo not given),0.2,-8,-1,0.3,-1.4,-12,-1,0.3,2,-1
Cc1cc(CC(C)C)n(-c2nc3ccccc3c(=O)n2OCc2ccccc2)n1,0.4,30,5,-1.4,?,8,1,/,-3,-13
COc1ccc(C)cc1S(=O)(=O)N1CCC(C(=O)N2CCOCC2)CC1,0.5,0,-2,-0.3,-0.5,-7,-9,/,-4,-11
CCc1ccc(NC(=O)NCc2ccccn2)cc1,0.0,4,-1,-12,0.8,18,9,1.6,2,-1
O=C(O)CCC(=O)N1N=C(c2ccco2)CC1c1ccco1 (stereo not given),-0.8,-11,4,i,/,-7,-3,0.3,/,-15
Cc1ccc(S(=O)(=O)NCCC(=O)N2CCN(S(=O)(=O)c3cccc(F)c3)CC2)cc1C,-0.3,/,/,i,7.0,-4,49,-0.1,-2,-7
CC(C)(C)n1nnnc1C(c1cccc(C(F)(F)F)c1)N1CCOCC1 (stereo not given),-0.9,19,-2,1.4,-0.3,-6,5,0.0,-5,-1
CN(Cc1ccccc1)S(=O)(=O)c1ccc(N2CCOCC2)nc1,4.8,19,0,1.9,-0.8,-11,2,1.0,0,-11
CCc1c(O)nc(SCC(=O)Nc2ccccc2C)[nH]c1=O,-0.4,-9,4,-0.6,-0.5,10,2,/,0,-10
O=C(CN1CCN(S(=O)(=O)c2ccc(F)cc2)CC1)NCC1(N2CCOCC2)CCCCC1,0.5,/,/,i,0.0,-4,18,0.5,4,-21
O=C(COC(=O)c1cccc(F)c1)NC1CC1,-1.2,37,3,-1.4,0.7,-11,-1,1.9,-8,-12
CNc1cccc(-c2ccc(N3CCN(C)CC3)nc2)n1,/,/,/,i,0.0,-43,-4,3.6,-1,/
COc1cc(S(=O)(=O)N2CCOCC2)ccc1NC(=O)CSc1nnc(N)s1,1.2,32,-4,/,0.4,4,3,/,-2,13
O=C(CCCCCCN1C(=O)c2ccccc2C1=O)NC1CCCCC1,1.4,18,-6,-1.2,0.5,7,-2,/,0,-18
CCOc1ccc(CN2C(=O)c3ccccc3C2=O)cc1C(=O)O,-2.0,18,1,1.0,-1.4,4,4,0.1,-2,4
CCCCNC(=O)NS(=O)(=O)c1ccc(NS(=O)(=O)c2ccccc2)cc1,1.2,42,-6,i,-1.2,-6,1,/,0,-12
O=c1[nH]c2cc(F)ccc2c2ccc(F)cc12,-0.7,/,/,-1.1,0.5,4,-3,0.3,8,-5
COc1ccc(C(=O)OCC(=O)N2CCc3ccccc3C2)cc1OC,0.7,/,/,i,-0.8,5,12,1.4,-3,1
CC1CC(C)CN(CCCNC(=O)Cc2c(C(=O)O)[nH]c3ccccc23)C1 (stereo not given),-0.4,-2,-2,i,0.2,0,5,/,6,-9
CC1CCc2nc(NC(=O)c3cc(C(C)(C)C)nn3C)sc2C1 (stereo not given),-0.8,19,5,-2.8,0.2,-4,3,2.2,-4,-4

# Whole records from above. Values in the order: PfHsp40 yeast, VHR inh abs, 3CLpro inhibitor, Vc quorum ag, BoNT A protease, CCHF vOTU inh, Y pestis TopoI, TcdB inh, Anthrax LF inh2, SSB-PriA inh
# `Clc1ccc(/C=C/c2ncc3ccccn23)cc1` across the screens: 0.0, 26, -2, i, 9.1, -53, 4, 0.8, 0, -59&0
# `O=C(COC(=O)c1cccc(F)c1)NC1CC1` across the screens: -1.2, 37, 3, -1.4, 0.7, -11, -1, 1.9, -8, -12
# `COc1cccc(N2CCN(c3ccc(S(=O)(=O)N4CCN(C)CC4)cc3[N+](=O)[O-])CC2)c1` across the screens: -0.8, /, /, 3.8, -0.5, 18, 9, 1.0, -7, 36
# `CCCCSc1nc(C)c(C(C)=O)cc1C#N` across the screens: 1.1, 18, -4, i, -0.5, 1, -6, /, -4, -38

# (next part)
SMILES,PfHsp40 yeast,VHR inh abs,3CLpro inhibitor,Vc quorum ag,BoNT A protease,CCHF vOTU inh,Y pestis TopoI,TcdB inh,Anthrax LF inh2,SSB-PriA inh
CC1(C(=O)NS(=O)(=O)c2ccc(F)cc2F)CCN1C(=O)CC(c1ccccc1)c1ccccc1 (stereo not given),/,/,/,-0.4,-0.6,6,7,1.2,2,/
CC(C)(C)c1ccc(C(=O)NCCCNC(=O)c2cccnc2)cc1,-1.1,6,-6,i,1.6,6,-2,1.7,16,-4
CCOc1ccccc1N1CCN(Cc2ccc(Br)s2)CC1,1.9,27,-2,-0.8,-0.3,6,14,/,-6,-29
CC(N)c1csc(NC(=O)c2cc(C(C)(C)C)nn2Cc2ccccc2)n1 (stereo not given),/,/,/,-0.2,-0.3,1,-12,0.5,-5,/
CCOC(=O)CCC(NC(=O)CCCCCCCC(=O)NC(CCC(=O)OCC)C(=O)OCC)C(=O)OCC (stereo not given),0.1,15,1,-0.2,0.0,-1,-6,0.0,0,-1
O=C(O)CCNS(=O)(=O)c1ccc(Oc2ccccc2)cc1,1.2,-8,-2,-0.3,0.9,-6,-5,/,4,-23&6
COc1ccccc1C(CNC(=O)C(CCSC)NC(=O)c1ccccc1Cl)N1CCCC1 (stereo not given),-1.0,/,/,i,-1.6,-3,-5,2.4,0,0
O=C(CSC(=S)N1CCOCC1)Nc1ccc(S(=O)(=O)Nc2ncccn2)cc1,-0.8,5,6,-0.6,0.4,-10,4,0.1,-2,-1
CC(C)(C)NC(=O)CSc1nnc(Cc2ccccc2)n1CC1CCCO1 (stereo not given),-1.5,-7,-6,0.0,-0.5,9,-3,1.8,-4,-11
